Compound activity as filed in PubChem.
TWEAK-Fn14 inh – inhibitors of TWEAK-Fn14 signaling, primary screen, luciferase reporter cells, uHTS | TWEAK-stimulated Fn14 reporter cells, luciferase luminescence, 8 h | actives 2% (n = 360,000) | inhibition, % at 10 µM | AID 1159606, 2016; in the data active = inhibition above about 50%
NCOA3 inh – SRC3 coactivator transcriptional activity inhibitors, primary screen, cell-based, luminescence | HEK293 GAL4-SRC3 luciferase reporter | inhibition, % at 3.6 µM | actives 0.17% (n = 360,000);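 active = inhibition above a per-campaign cutoff, the mean of all compounds plus 3 SD, cut at about 60% in these data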;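 note: 0% = DMSO-treated cells and 100% = gossypol-treated cells at 36 µM; higher means less SRC3-driven luciferase light from the GAL4 reporter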
TLR9-MyD88 inh – inhibitors of TLR9-MyD88 association in cells, primary screen, cell-based, CHO, BLA complementation, fluorescence. Toll-like receptor 9 (Homo sapiens) + Myeloid differentiation primary response protein …. CCF4 FRET ratio. inhibition, % at 4.98 µM. actives 0.21% (n = 340,000). AID 504734, 2011;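 active = inhibition above the mean over all tested compounds plus 3 SD, cut at about 21% in these data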;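 note: 0% = DMSO only wells and 100% = clavulanate BLA inhibitor control wells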
COUP-TFII inh – NR2F2 transcriptional activity inhibitors, primary screen, cell-based, luciferase reporter, HEK293T, luminescence | COUP transcription factor 2 (Homo sapiens), P24468 | HEK293T NGFI-A luciferase reporter | inhibition, % at 8.6 µM | actives 0.7% (n = 370,000) | AID 686940, 2013;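 active = inhibition above a per-plate cutoff, mean inhibition of test wells between control levels plus 3 SD, cut at about 38% in these data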;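 note: cells cotransfected with COUP-TFII expression vector driving the NGFI-A reporter; 0% = median of COUP-TF2 test wells and 100% = reporter-only cells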
NCOA2 inhibitor – inhibition of GAL4-SRC2 driven luciferase reporter, primary screen, SRC2 inhibitor project, cell-based, luminescence; Nuclear receptor coactivator 2 (Homo sapiens), Q15596; HEK293 GAL4-SRC2 luciferase reporter; inhibition, % at 9 µM; actives 0.17% (n = 370,000);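 active = inhibition above the mean inhibition of all tested compounds plus 3 SD, set per campaign, cut at about 52% in these data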;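 note: 0% = DMSO treated cells and 100% = cells given Gossypol at 36 µM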
TRAIL sens C8 – viability loss with TRAIL in NB7+C8 cells, primary screen, TRAIL sensitizer project, cell-based, ATPlite luminescence | inhibition (viability loss, TRAIL sensitization), % at 10 µM | actives 1% (n = 360,000);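 active = compounds causing at least 50% loss of cell viability in the single-dose screen, relative to plate controls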
NCOA1 inh – SRC1 coactivator transcriptional activity inhibitors, primary screen, cell-based, luminescence. Nuclear receptor coactivator 1 (Homo sapiens), Q15788. HEK293 GAL4-SRC1 luciferase reporter. inhibition, % at 3.6 µM. actives 0.12% (n = 360,000). AID 588354, 2011;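 active = inhibition above the campaign mean plus 3 SD, with each screening campaign given its own cutoff, cut at about 60% in these data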;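 note: 0% = DMSO treated cells and 100% = gossypol at 36 µM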
LRH-1 inv ag – LRH-1 (NR5A2) inverse agonists, primary screen, cell-based, luminescence, HEK293T, StAR-luciferase reporter | Nuclear receptor subfamily 5 group A member 2 (Homo sapiens), O00482 | LRH-1 transfected, 24 h | inhibition, % at 3.6 µM | actives 0.13% (n = 360,000);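 active = inhibition above the mean inhibition of all tested compounds plus 3 SD, cut at about 73% in these data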;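 note: 0% = DMSO wells and 100% = reporter-only cells lacking LRH-1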
Target sequence (O00482 whole entry, looked up): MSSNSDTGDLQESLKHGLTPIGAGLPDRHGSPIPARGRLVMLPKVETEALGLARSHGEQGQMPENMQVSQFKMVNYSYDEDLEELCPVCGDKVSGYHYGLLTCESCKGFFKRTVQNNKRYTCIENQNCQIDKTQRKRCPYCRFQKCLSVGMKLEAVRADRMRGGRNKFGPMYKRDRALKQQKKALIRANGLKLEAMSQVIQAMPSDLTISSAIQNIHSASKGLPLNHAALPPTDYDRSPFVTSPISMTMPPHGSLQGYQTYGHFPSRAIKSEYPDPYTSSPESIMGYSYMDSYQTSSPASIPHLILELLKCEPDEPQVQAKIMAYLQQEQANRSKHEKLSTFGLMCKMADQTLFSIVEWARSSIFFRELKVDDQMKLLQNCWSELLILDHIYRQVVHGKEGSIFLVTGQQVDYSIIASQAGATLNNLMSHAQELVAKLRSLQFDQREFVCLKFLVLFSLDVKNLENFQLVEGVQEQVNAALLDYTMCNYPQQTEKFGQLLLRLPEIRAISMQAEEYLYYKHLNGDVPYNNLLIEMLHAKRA
LMP1 NFkB inh – EBV LMP1-driven NF-kappaB luciferase reporter inhibitors, primary screen, cell-based, luminescence, single point; inhibition, % at 12.5 µM; LMP1-induced NF-kappaB luciferase reporter cells; actives 0.69% (n = 350,000); in the data active = inhibition above about 41%;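 note: 0% = neutral control wells and 100% = reference inhibitor control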
TROY NFkB inh – inhibitors of TROY-driven NF-kB signaling, primary screen, Q293 LMP1-TROYcd cells, NF-kB luciferase, uHTS; Q293 LMP1-TROYcd NF-kB luciferase reporter, 4 h; inhibition, % at 10 µM; actives 0.98% (n = 360,000);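 active = compounds whose plate-normalised and pattern-corrected inhibition of the luciferase reporter signal at the single screening dose is 50% or more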
NOD2 RIPK2 PPI – NOD2-RIPK2 binding disruptors in cells, primary screen, fluorescence, CHO cells, BLA complementation; Receptor-interacting serine/threonine-protein kinase 2 (Homo sapiens), O43353; CCF4 ratio; inhibition, % at 4.98 µM; actives 0.38% (n = 360,000); AID 624267, 2012; in the data active = inhibition above about 21%;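 note: 0% = vehicle only and 100% = reference blocker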
Target sequence (O43353 whole entry, looked up): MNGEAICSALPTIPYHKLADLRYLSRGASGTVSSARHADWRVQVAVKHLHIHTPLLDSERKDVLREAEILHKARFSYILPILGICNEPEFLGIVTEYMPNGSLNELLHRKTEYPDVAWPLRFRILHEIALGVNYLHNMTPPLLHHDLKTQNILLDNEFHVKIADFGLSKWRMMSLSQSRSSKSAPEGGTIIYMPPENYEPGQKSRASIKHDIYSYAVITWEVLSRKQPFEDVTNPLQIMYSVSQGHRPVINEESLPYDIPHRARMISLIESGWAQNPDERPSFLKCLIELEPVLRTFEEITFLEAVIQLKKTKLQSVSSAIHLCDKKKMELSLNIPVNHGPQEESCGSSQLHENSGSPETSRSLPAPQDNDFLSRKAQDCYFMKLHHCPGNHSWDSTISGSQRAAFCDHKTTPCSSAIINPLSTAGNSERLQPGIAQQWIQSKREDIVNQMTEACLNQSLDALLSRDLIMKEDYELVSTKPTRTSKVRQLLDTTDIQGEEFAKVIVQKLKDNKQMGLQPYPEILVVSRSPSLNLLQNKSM
Active calls of the source: *; . = no result given. Not all compounds are listed; the hit share may differ from the screen's.

SMILES	TWEAK-Fn14 inh	NCOA3 inh	TLR9-MyD88 inh	COUP-TFII inh	NCOA2 inhibitor	TRAIL sens C8	NCOA1 inh	LRH-1 inv ag	LMP1 NFkB inh	TROY NFkB inh	NOD2 RIPK2 PPI
Cc1cc(/C=N/n2cnnc2)c(C)n1-c1ccc(OCc2ccccc2F)cc1	29	-18	-14	-6	-10	27	-49	-70	-6	-1	-4
Cc1cccc(C)c1NC(=O)Nc1nc(C(N)c2ccccc2Cl)cs1 (stereo unspecified)	-2	4	.	8	-13	7	0	11	.	9	9
O=C(O)c1nn(CCOc2cccc(Cl)c2)c(=O)c2ccccc12	-13	14	-5	-1	-11	-27	-1	-16	-1	14	6
CN(CC(=O)Nc1ccccc1F)CC(=O)Nc1ccc(F)c(F)c1F	4	9	-5	-1	-1	-4	-8	-11	-23	17	-15
CCOC(=O)c1c(NC(=O)CSc2nnc(CNc3ccc(Cl)cc3)o2)sc(C)c1C	-1	4	-5	-5	-28	-12	10	5	-15	11	-7
C=CCSc1nc2c(cc1C#N)CCC2	-10	-13	9	-11	-10	7	-5	-2	-3	-6	-6
COc1ccc(/C=N/NC(=O)C2C3CCCCC32C)cc1OC (stereo unspecified)	-10	-23	-7	-10	-19	-15	-12	-13	1	15	6
COc1ccc(S(=O)(=O)N2CCN(C(=O)NCc3ccccc3)CC2)cc1	-3	14	7	-5	-12	-6	-4	-11	-1	-7	-5
Cc1ccc(-c2noc(-c3c(C)noc3C)n2)cc1	-11	14	-7	-1	-21	-8	-3	-5	-7	-29	-6
CCOC(=O)C(CCCOc1ccc(C)cc1)C(=O)OCC	-4	13	-3	8	2	-4	9	-8	9	-11	-11

Overlap with the part before: 2 compounds; new compounds follow.
SMILES	TWEAK-Fn14 inh	NCOA3 inh	TLR9-MyD88 inh	COUP-TFII inh	NCOA2 inhibitor	TRAIL sens C8	NCOA1 inh	LRH-1 inv ag	LMP1 NFkB inh	TROY NFkB inh	NOD2 RIPK2 PPI
Cc1ccc(-c2noc(-c3c(C)noc3C)n2)cc1	-11	14	-7	-1	-21	-8	-3	-5	-7	-29	-6
CCOC(=O)C(CCCOc1ccc(C)cc1)C(=O)OCC	-4	13	-3	8	2	-4	9	-8	9	-11	-11
Cc1ccc(S(=O)(=O)N2CCN(C(=O)CN3CCCC3)C2)cc1	2	10	10	8	-3	6	0	22	0	5	-10
Cc1nnsc1NC(=O)OCC(C)(C)C	-13	-21	2	-9	5	11	-7	-5	0	2	-8
COc1ccc(NC(=O)CN(c2c(C)cccc2C)S(C)(=O)=O)cc1	7	2	-22	-13	15	-1	-23	3	0	5	-1
Cc1ccc(N/C=C(\[N+](=O)[O-])S(=O)(=O)c2ccccc2)cc1	-14	6	5	3	-21	-3	0	11	0	-14	5
CC(=O)n1cc([C@H]2C=C(C(=O)N3CCOCC3)O[C@@H](OCc3ccc(CO)cc3)C2)c2ccccc21	-4	0	-8	9	18	1	-7	5	0	0	-10
COc1cc(C(=O)OC2CSCC2NC(=O)c2ccccc2)cc(OC)c1OC (stereo unspecified)	9	11	8	-4	-27	-5	15	-14	-5	4	-5
CC(C)Oc1ccc(C2CC(=O)N(Nc3ccc([N+](=O)[O-])cc3[N+](=O)[O-])C2=O)cc1 (stereo unspecified)	-8	9	1	-1	29	2	5	0	-5	-2	-2
Cc1ccc(F)cc1CNC(=O)C1CCC(=O)N(CCc2ccccc2)C1 (stereo unspecified)	-6	10	-1	-19	15	-1	-30	15	2	-9	-2
CCOc1ccccc1CNC(=O)CCN1C(=O)COc2ccccc21	0	7	-6	-27	-13	-15	-2	-2	-2	12	-2
CCn1c(=O)cc(OCC(=O)NCCCN2CCC(C)CC2)c2ccccc21	-19	7	5	-29	-26	13	-11	7	5	-2	15
CCOC(=O)/C(N=Nc1c(Br)cc(Br)cc1Br)=C(\C)O	-11	-6	-8	18	10	0	10	8	8	-6	-11
Cc1cc(C)c(C)c(S(=O)(=O)Nc2ccccc2N2CCOCC2)c1C	18	6	-4	11	23	-1	-15	-2	-5	11	8
CCOC(=O)Cn1c(=O)n(Cc2ccccc2)c(=O)c2cccnc21	-1	5	-2	-1	-14	-9	1	-6	1	16	-8
Cc1oc(-c2ccccc2F)nc1CN1CCC(C(=O)NCc2ccco2)CC1	-6	-4	1	-6	-2	-7	8	-5	6	6	-5
COc1cccc(N2CCN(C3C4CC5CC(C4)CC3C5)CC2)c1 (stereo unspecified)	-18	-5	-3	-1	-17	9	-16	-48	-20	27	-3
Cc1cc(SCc2ccc([N+](=O)[O-])cc2)nc(=O)[nH]1	3	13	-4	3	-13	3	-5	3	1	13	-3
C=CCN(CC(=O)NCC1CCCO1)C(=O)CCC(=O)Nc1cc(C)on1 (stereo unspecified)	-14	3	-6	3	-12	-4	4	-7	-12	-7	-1
CCOC(=O)N1CCN(C(=O)C(c2ccccc2)c2ccccc2)CC1	-6	4	-6	10	8	-2	-1	6	0	0	0
CCOc1cccc(C2/C(=C(/O)c3ccc4c(c3)CC(C)O4)C(=O)C(=O)N2Cc2cccnc2)c1 (stereo unspecified)	-1	10	4	17	-4	-12	-24	-4	-3	5	-4
Cc1ccc(S(=O)(=O)N2CCOCC2)cc1NC(=O)CN1CCN(C)CC1	1	-6	-8	-5	2	8	-19	-26	1	5	2
CC(=O)N1C(C(=O)O)CSC1c1cccc(C)c1 (stereo unspecified)	2	29	5	4	-8	7	14	9	0	8	-2
Cc1ccc(NC(=S)NCc2ccc3c(c2)OCO3)cc1	-14	-14	4	-14	-18	19	0	-3	-10	-39	7
NS(=O)(=O)c1ccc(CNC(=S)NC2CC2)cc1	-7	-4	-6	-8	-3	-8	-13	3	5	-15	-4
CCOc1ccc(CN(C)C(=O)[C@H](Cc2ccccc2)NC(=O)OCc2ccccc2)cc1OC	10	-8	7	13	13	51*	5	18	16	19	-8
COc1ccc(S(=O)(=O)N(Cc2ccccc2)c2ccccc2C(=O)N2CCOCC2)cc1	94*	-23	4	11	0	13	-1	-27	-17	5	-5
OCC1(Cc2cccc(Cl)c2)CCCN(Cc2cn[nH]c2C2CCCCC2)C1 (stereo unspecified)	-6	13	0	11	33	9	1	16	-7	9	4
CC(OC(=O)c1cccc(S(=O)(=O)N2CCCCC2)c1)C(=O)NCC1CCCCC1 (stereo unspecified)	-6	8	-7	-16	10	6	-5	-18	-1	-6	-2
COc1ccccc1C(=O)Nc1ccc(Br)cc1C	-15	-36	-5	-26	-31	-35	-52	-27	-46	-79	-7
Nc1cc(N)nc(SCCc2ccccc2)n1	-24	-46	0	-37	-20	-16	-22	-27	-3	-71	2
CC(=O)Nc1ccc(S(=O)(=O)Nc2ccc(-n3cnnn3)cc2)cc1	1	-31	3	-16	-35	0	1	9	1	8	-1
Cc1nnc(SCc2nnc(-c3ccccc3Br)o2)n1-c1ccccc1	-12	7	3	9	-16	-8	7	6	2	-18	3
Cc1c(C(=O)NC2CC2)oc2ccccc12	9	4	-3	-2	-16	-4	-35	0	-1	-10	5
C[C@H]1COC(=O)[C@H](NC(=O)OCC2c3ccccc3-c3ccccc32)C/C=C\C[C@H](CC(=O)N(CCO)Cc2ccccc2)C(=O)N1	9	-6	-5	3	-1	-1	-1	-7	0	11	-5
Cc1ccsc1/C=N/NC(=O)C1CC(=O)N(c2ccccc2)C1 (stereo unspecified)	-5	14	-2	4	6	0	-3	4	3	-86	-9
COc1ccc(Cl)cc1NC(=S)NC1CCCC1	18	-41	-4	18	0	-7	2	10	5	3	2
C=CC[n+]1c(/C=C2\C=Cc3cc(C)ccc3N2CC)ccc2ccccc21	57*	71*	-9	75*	16	48	27	89*	45*	40	-4
CCC(CO)Oc1cc(NCc2ccc(C(=O)O)cc2)c2ncn(C(C)C)c2c1 (stereo unspecified)	-11	8	11	-3	-5	-14	-13	15	6	2	-5
CCCCN(C)Cc1c(C)[nH]c2ccc(C)cc2c1=O	-4	10	-3	4	-8	-19	1	-2	1	-24	6
CCC(=O)c1cc(F)ccc1OCC(=O)N1CCN(c2ccc(F)cc2)CC1	7	8	-14	14	13	-4	-6	3	3	5	5
CC1CCC2=NN(C(=O)c3ccco3)C(O)(C(F)(F)F)C2C1 (stereo unspecified)	-34	10	-2	-3	-22	-3	-3	-21	4	-1	-5
CN1CCN(CC#Cc2ccccc2)CC1CCO (stereo unspecified)	26	-9	3	14	-12	5	-1	1	0	15	0
O=C(CCS(=O)(=O)c1ccccc1)Nc1nnc(-c2ccco2)o1	-17	-1	-2	16	-13	10	-8	2	10	-8	-3
COc1ccc(CCNC(=O)CCc2ccc(S(=O)(=O)NCC(C)C)cc2)cc1OC	-8	12	-3	0	23	-7	-14	5	-1	23	-2
O=C(O)c1[nH]c2ccccc2c1NS(=O)(=O)Cc1ccccc1	-6	-19	3	-19	-8	-14	-27	-29	-4	-30	5
CCOC(=O)N1CCC(NC(=O)c2ccc3c(c2)N(C)C(=O)/C(=C/c2cccc(OC)c2)S3)CC1	75*	12	-3	40*	31	21	8	21	4	61*	-13
CN(C)S(=O)(=O)c1ccc(C(=O)NCC[N+]2(C)CCCCCC2)o1	1	8	0	23	14	-6	-10	7	2	8	-2
Cc1nn(-c2ccccn2)c(C)c1Oc1ccccc1O	11	2	3	0	-3	0	-23	-10	-1	6	2
COc1cccc(-c2ccc(NC(=O)C3CCCN(Cc4cnn(C)c4)C3)cc2)c1 (stereo unspecified)	-15	-10	-2	10	-4	-3	-9	5	-4	-14	-2
O=C(Nc1ccc(N2CCOCC2)cc1)c1cc2c(s1)CCCC2	-27	-29	-2	-10	-26	12	-23	-61	-23	-13	-13
COc1ccc(C(=O)NCC(=O)OCc2ccc(Cl)cc2Cl)cc1OC	-14	3	0	-1	-6	-8	-3	-10	1	9	6
Continuation.
SMILES	TWEAK-Fn14 inh	NCOA3 inh	TLR9-MyD88 inh	COUP-TFII inh	NCOA2 inhibitor	TRAIL sens C8	NCOA1 inh	LRH-1 inv ag	LMP1 NFkB inh	TROY NFkB inh	NOD2 RIPK2 PPI
COc1ccc(C(=O)NCc2n[nH]c(=S)n2-c2ccccc2)cc1OC	8	21	-6	12	17	-1	-4	12	2	-6	-4
O=C(O)/C=C/C(=O)NCc1ccccc1	5	4	6	-4	1	15	18	-19	0	5	-1
Cc1ccc(NS(=O)(=O)c2ccc(Br)s2)nc1	4	-4	12	5	9	-7	-8	7	-4	-75	2
CC(=O)c1cccc(N(CC(=O)Nc2cc(C)cc(C)c2)S(C)(=O)=O)c1	14	13	4	14	-1	8	-4	1	-24	-2	5
Cc1ccc(C(=O)OCC(=O)N2CCC(C)CC2)cc1S(=O)(=O)N1CCOCC1	-11	-7	-140	14	7	-14	0	12	-8	6	12
